Compound activity: PubChem, several laboratories
MEKK3 PB1 HTS – raises or lowers MEK5 binding to the human MEKK3 PB1 domain. bead-based flow cytometry, Alexa488-MEK5 binding to MEKK3; actives lie on both sides; 0 = blocked by unlabeled MEK5, 100 = vehicle. hit rate 1.4% among 290,000. binding response (% of control), % at 10 µM. Q99759;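 active = binding response more than 3 SD above or below the average of its plate-row segment, actives on both sides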;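 also: Alexa488 bead fluorescence after subtracting the streptavidin-only scavenger bead signal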
Target sequence (Q99759 whole entry, looked up, the tested form may be a part): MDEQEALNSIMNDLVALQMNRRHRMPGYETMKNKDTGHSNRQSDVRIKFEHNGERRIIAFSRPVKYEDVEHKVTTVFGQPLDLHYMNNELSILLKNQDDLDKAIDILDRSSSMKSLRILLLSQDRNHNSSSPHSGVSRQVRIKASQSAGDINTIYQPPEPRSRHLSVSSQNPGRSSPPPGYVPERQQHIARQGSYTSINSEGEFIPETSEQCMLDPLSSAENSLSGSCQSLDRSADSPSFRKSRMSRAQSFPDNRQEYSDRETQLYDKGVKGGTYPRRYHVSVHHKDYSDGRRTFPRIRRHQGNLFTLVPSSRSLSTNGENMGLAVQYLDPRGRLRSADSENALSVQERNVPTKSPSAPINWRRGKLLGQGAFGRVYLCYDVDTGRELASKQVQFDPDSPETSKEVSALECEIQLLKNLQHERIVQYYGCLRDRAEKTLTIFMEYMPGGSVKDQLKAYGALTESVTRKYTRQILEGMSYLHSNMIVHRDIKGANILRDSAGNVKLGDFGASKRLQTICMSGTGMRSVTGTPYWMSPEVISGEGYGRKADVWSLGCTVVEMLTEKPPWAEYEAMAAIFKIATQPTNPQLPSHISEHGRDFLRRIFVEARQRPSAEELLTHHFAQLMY
UBC9 SUMO inh – SUMOylation inhibition. P63279. HTRF SUMOylation assay, SAE1/SAE2 + UBC9, in vitro. inhibition, % at 35 µM. hit rate 0.36% among 290,000. AID 2006; in the data active = inhibition above about 50%, passing the limit was not always enough; also: strong numbers were not always called active
Target sequence (P63279 whole entry, looked up): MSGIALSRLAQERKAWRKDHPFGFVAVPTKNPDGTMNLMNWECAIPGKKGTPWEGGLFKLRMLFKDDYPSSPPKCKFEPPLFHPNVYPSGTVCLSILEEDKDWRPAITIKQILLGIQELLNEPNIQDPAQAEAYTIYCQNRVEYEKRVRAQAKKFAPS
NS3 helicase inh – blocks Hepatitis C virus NS3 helicase unwinding; NS3 helicase DNA unwinding, Cy5 molecular beacon fluorescence; inhibition, % at 10.9 µM; hit rate 0.56% among 290,000;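 active = inhibition above the mean of all tested compounds plus 3 SD, set per campaign, cut at about 35% in these data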;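 also: 0% = DMSO wells and 100% = thioflavine S control wells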
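Test system: hepatitis C virus NS3 helicase domain fragment enzyme. Also added: annealed dual-labelled DNA beacon duplex, ATP-started. Timing: 60 min unwinding reaction at 25 °C after ATP addition. Technique: Cy5 fluorescence. Measure: % inhibition of unwinding.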
GalR3 antagonist – human GalR3 antagonism; inhibition, % at 3 µM; hit rate 0.44% among 360,000; O60755; HEK293 GalR3-CNG cAMP membrane potential fluorescence; galR3 body fused to GalR1 C-terminus;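 active = inhibition above the screen-wide average plus 3 SD, cut at about 13% in these data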;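 also: forskolin and galanin both at EC90 stimulate the cells; cAMP rise reported by CNG channel membrane potential dye signal; 0% = forskolin plus galanin with DMSO and 100% = forskolin alone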
Target sequence (O60755 1-299 limits assumed): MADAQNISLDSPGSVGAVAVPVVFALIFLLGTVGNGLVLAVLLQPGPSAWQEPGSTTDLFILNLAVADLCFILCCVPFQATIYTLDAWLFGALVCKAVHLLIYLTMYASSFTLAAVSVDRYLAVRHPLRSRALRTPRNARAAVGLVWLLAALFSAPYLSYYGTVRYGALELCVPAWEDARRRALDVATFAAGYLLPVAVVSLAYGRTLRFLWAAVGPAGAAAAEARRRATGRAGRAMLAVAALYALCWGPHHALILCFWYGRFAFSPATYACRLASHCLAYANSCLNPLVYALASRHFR
CRFR2-BP antag – CRF-BP/CRF-R2 complex antagonism. hit rate 0.59% among 350,000. AID 588475. HEK293 CRF-R2/CRF-BP, CRF-induced calcium fluorescence. inhibition, % at 11.8 µM;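 active = inhibition of the ligand-induced calcium signal above about 50% at the single tested concentration, limit read from the data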
CRFBP-R2 agonist – agonists of human CRF-binding protein/CRF-R2 receptor complex; HEK293 CRF-R2/CRF-BP, calcium dye fluorescence (FLIPR); percent of saturating CRF peptide response; activation, % at 13.2 µM; hit rate 0.46% among 350,000;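 active = activation of at least 50%, plus an integration ratio under a set limit after plate pattern correction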;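 also: plate controls were neutral control wells without compound for no effect and CRF at EC100 for full effect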
MEKK2 mut-MEK5 – signal of MEK5 binding to mutant human MEKK2 PB1 domain; hit rate 0.35% among 290,000; bead flow cytometry, Alexa488-MEK5 binding to MEKK2 mutant; percent response, % at 10 µM; in the data active = percent response above about 24%, passing the limit was not always enough; also: inactives centre near 1; some results filed as inactive read as strong as hits; reference of the scale not given here
MEKK2 WT-MEK5 – raises or lowers MEK5 binding to wildtype human MEKK2 PB1 domain; AID 1531; bead flow cytometry, Alexa488-MEK5 binding to MEKK2 WT; actives lie on both sides; Q9Y2U5; binding response (% of control), % at 10 µM; hit rate 1.1% among 290,000; in the data active = binding response below about 67% or above about 130%
FID counter – counter-screen for HCV NS3 helicase inhibitors: DNA intercalator displacement | hit rate 0.17% among 290,000 | inhibition, % at 7.9 µM | DNA fluorescent intercalator displacement, fluorescence; in the data active = inhibition above about 37%;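 also: 0% = vehicle and 100% = reference compound; higher means more ethidium bromide displaced from hairpin DNA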
* = called active by the depositor; . = not tested or not shown. Some of the compounds tested; the hit share may differ from the screen's.

Preview, ten compounds:
SMILES | MEKK3 PB1 HTS | UBC9 SUMO inh | NS3 helicase inh | GalR3 antagonist | CRFR2-BP antag | CRFBP-R2 agonist | MEKK2 mut-MEK5 | MEKK2 WT-MEK5 | FID counter
COCC(=O)Nc1ccc(S(=O)(=O)N2CCCC2)cc1 | 98 | 13 | -7 | -11 | 15 | 2.6 | 6 | 96 | -12
CCCCC(=O)Nc1c(-c2cccc(OC)c2)c(=O)c2ccccc2n1C | 103 | 22 | 2 | -5 | 2 | -2.4 | 9 | 102 | -3
CCOC(=O)N1CCN(c2ncnc3c2cnn3-c2ccc(Cl)cc2)CC1 | 97 | 8 | -5 | -9 | . | . | 3 | 99 | -2
Cc1cc(NC(=O)CCc2ccc(S(=O)(=O)N3CCOCC3)cc2)n(-c2ccccc2)n1 | 95 | 1 | -1 | -2 | 7 | -1.6 | -3 | 98 | -13
COc1ccc(CC(=O)Nc2c(C(=O)N3CCN(c4ccccc4)CC3)oc3ccccc23)cc1OC | 103 | -11 | -17 | -2 | 0 | 0.3 | 2 | 103 | -44
COc1ccc(C(=O)NC(C(=O)NCCc2ccc3c(c2)OCCO3)C(C)C)cc1 (centres undefined) | 102 | -4 | -2 | -1 | 5 | -2.6 | -13 | 98 | -14
O=C(Cn1c(CO)nc2ccccc21)NCc1ccc2c(c1)OCO2 | 101 | 6 | -3 | -2 | 10 | 2.4 | 0 | 102 | -6
CC(=O)Oc1cc2cccc(OC(C)=O)c(=O)c2c(OC(C)=O)c1OC(C)=O | 110 | 30 | 53* | . | -5 | 0.1 | 2 | 101 | -7
COC(=O)CC1COc2ccccc2N1C(=O)c1ccc(Cl)cc1 (centres undefined) | 82 | 0 | -4 | -6 | 12 | -1.2 | -7 | 81 | -22
CC(=O)Nc1cc(NC(C)=O)cc(C(=O)NC(C)(C)C)c1 | 90 | 22 | 1 | 3 | 10 | 0.1 | -2 | 88 | 9

Main list, from the start:
SMILES | MEKK3 PB1 HTS | UBC9 SUMO inh | NS3 helicase inh | GalR3 antagonist | CRFR2-BP antag | CRFBP-R2 agonist | MEKK2 mut-MEK5 | MEKK2 WT-MEK5 | FID counter
COCC(=O)Nc1ccc(S(=O)(=O)N2CCCC2)cc1 | 98 | 13 | -7 | -11 | 15 | 2.6 | 6 | 96 | -12
CCCCC(=O)Nc1c(-c2cccc(OC)c2)c(=O)c2ccccc2n1C | 103 | 22 | 2 | -5 | 2 | -2.4 | 9 | 102 | -3
CCOC(=O)N1CCN(c2ncnc3c2cnn3-c2ccc(Cl)cc2)CC1 | 97 | 8 | -5 | -9 | . | . | 3 | 99 | -2
Cc1cc(NC(=O)CCc2ccc(S(=O)(=O)N3CCOCC3)cc2)n(-c2ccccc2)n1 | 95 | 1 | -1 | -2 | 7 | -1.6 | -3 | 98 | -13
COc1ccc(CC(=O)Nc2c(C(=O)N3CCN(c4ccccc4)CC3)oc3ccccc23)cc1OC | 103 | -11 | -17 | -2 | 0 | 0.3 | 2 | 103 | -44
COc1ccc(C(=O)NC(C(=O)NCCc2ccc3c(c2)OCCO3)C(C)C)cc1 (centres undefined) | 102 | -4 | -2 | -1 | 5 | -2.6 | -13 | 98 | -14
O=C(Cn1c(CO)nc2ccccc21)NCc1ccc2c(c1)OCO2 | 101 | 6 | -3 | -2 | 10 | 2.4 | 0 | 102 | -6
CC(=O)Oc1cc2cccc(OC(C)=O)c(=O)c2c(OC(C)=O)c1OC(C)=O | 110 | 30 | 53* | . | -5 | 0.1 | 2 | 101 | -7
COC(=O)CC1COc2ccccc2N1C(=O)c1ccc(Cl)cc1 (centres undefined) | 82 | 0 | -4 | -6 | 12 | -1.2 | -7 | 81 | -22
CC(=O)Nc1cc(NC(C)=O)cc(C(=O)NC(C)(C)C)c1 | 90 | 22 | 1 | 3 | 10 | 0.1 | -2 | 88 | 9
S=C(c1ccc(Cl)cc1)N1CCN(Cc2ccccc2)CC1 | 101 | -4 | 0 | -4 | 7 | -0.8 | 0 | 99 | -11
C#CCOc1ccc(Br)cc1/C=N/O | 93 | 4 | 5 | -3 | -21 | 0.3 | -5 | 96 | -2
Cc1nn(C)c(C)c1S(=O)(=O)N(CC(=O)Nc1ccc2c(c1)OCO2)c1ccc(C(C)C)cc1 | 101 | -6 | -9 | 4 | 9 | -2.5 | -3 | 103 | -1
COc1ccc(NC(=O)c2cc(-c3cc(Cl)ccc3O)n[nH]2)c(OC)c1 | 107 | 20 | -4 | -10 | 7 | 3.0 | 5 | 103 | -9
COc1ccc(CC(=O)Nc2ccccc2C(=O)N2CCOCC2)cc1 | 99 | 0 | 8 | -11 | 4 | -2.2 | 1 | 98 | -7
CNS(=O)(=O)c1ccc(Cl)nc1 | 95 | 0 | 11 | -4 | 3 | -4.4 | -2 | 97 | -3
Cc1ccc(C)c2[nH]c(=O)c(CCNS(=O)(=O)c3ccccc3)cc12 | 100 | 12 | 0 | 0 | -8 | 0.3 | 5 | 97 | -18
Cc1ccccc1C(=O)N/N=C/c1cccc2ccccc12 | 108 | 15 | -9 | -10 | -12 | -3.5 | 5 | 105 | -17
Cc1cccc(NC(=O)CCS(=O)(=O)c2ccc3c(c2)oc(=O)n3C)c1 | 96 | -2 | 3 | -4 | -9 | -0.2 | 0 | 97 | -8
CC(C)(C)S(=O)(=O)c1cnc(-c2ccccn2)nc1N | 92 | 25 | -5 | 5 | 13 | -1.1 | -12 | 93 | -7
COCCCNC(=S)N/N=C/c1ccc(N(C)C)cc1 | 97 | -3 | 2 | -3 | 7 | -0.2 | -13 | 86 | -15
COc1cc(/C=N\NC(=O)C2CC3C=CC2C3)ccc1O (centres undefined) | 99 | -6 | -9 | -1 | -9 | -0.6 | 0 | 98 | -9
O=c1[nH]cnc2c1ncn2[C@@H]1O[C@H](CO)[C@@H](O)[C@H]1O | 66 | 3 | -4 | . | 23 | 1.7 | 2 | 81 | 0
COc1ccc(NC(=O)/C=C/c2cccc(F)c2)cn1 | 100 | -8 | -3 | -4 | -3 | 8.0 | -2 | 95 | -9
O=C(Cn1cnc2c(cnn2-c2ccccc2)c1=O)Nc1ccc(S(=O)(=O)N2CCOCC2)cc1 | 93 | -14 | -8 | -2 | -4 | 2.8 | -3 | 93 | -2
CCOc1ccc(N(C(=O)c2snc(C(N)=O)c2N)C(C(=O)NCC2CCCO2)c2ccco2)cc1 (centres undefined) | 101 | 18 | -12 | -6 | 10 | -4.0 | 3 | 102 | -37
O=C(NNC(=S)Nc1ccccc1)c1ccc2ncccc2c1 | 109 | -20 | 0 | -1 | 6 | 0.0 | -3 | 99 | -5
CC(C(=O)NCc1cccc(Cl)c1)N1C(=O)c2ccccc2C1=O (centres undefined) | 102 | 5 | 4 | -9 | 31 | -1.2 | 2 | 99 | -5
COc1ccc(C(=O)CSc2nc3nc(C)cc(C)n3n2)cc1OC | 100 | -7 | 0 | 1 | 15 | 1.1 | -1 | 102 | -13
Cc1ccc(N2C(=O)CSC2c2c(F)cccc2Cl)cc1 (centres undefined) | 95 | 22 | -4 | -5 | 49 | -5.3 | -2 | 97 | -16

Retrieved one by one from the entries so far, 2 records:
SMILES | MEKK3 PB1 HTS | UBC9 SUMO inh | NS3 helicase inh | GalR3 antagonist | CRFR2-BP antag | CRFBP-R2 agonist | MEKK2 mut-MEK5 | MEKK2 WT-MEK5 | FID counter
Cc1ccc(N2C(=O)CSC2c2c(F)cccc2Cl)cc1 (centres undefined) | 95 | 22 | -4 | -5 | 49 | -5.3 | -2 | 97 | -16
CC(C)(C)S(=O)(=O)c1cnc(-c2ccccn2)nc1N | 92 | 25 | -5 | 5 | 13 | -1.1 | -12 | 93 | -7

Other entries follow.
SMILES | MEKK3 PB1 HTS | UBC9 SUMO inh | NS3 helicase inh | GalR3 antagonist | CRFR2-BP antag | CRFBP-R2 agonist | MEKK2 mut-MEK5 | MEKK2 WT-MEK5 | FID counter
CCCCn1c(SCC(=O)NC2CCCC2)nnc1-c1ccco1 | 97 | 20 | 2 | -8 | 1 | -2.1 | -3 | 94 | -24
Cc1ccc2c(c1)N(C(=O)CCC(=O)NCc1cccnc1)CCO2 | 100 | 10 | -14 | . | -32 | 1.6 | 1 | 102 | -8
CCOC(=O)c1ccc2c(c1)NC(=O)C(N1CCN(c3ccc(OC)cc3)CC1)S2 (centres undefined) | 98 | 3 | 5 | 1 | -27 | 0.1 | 5 | 99 | 10
COc1ccc(/C=N/c2nc3ccccc3n2C)cc1OC | 96 | 26 | -7 | -9 | 1 | 0.6 | -3 | 96 | -4
Cc1ccc2c(c1)C(N1CCCC1=O)CC(c1ccco1)N2 (centres undefined) | 98 | 26 | 26 | 1 | 5 | -0.6 | -2 | 98 | -11
COc1cc2ccccc2cc1C(=O)Nc1sc2c(c1C(N)=O)CCN(C(C)C)C2 | 107 | 9 | -26 | -7 | . | . | 29* | 150* | 34
COc1ccc(C2/C(=C(/O)c3ccccc3)C(=O)C(=O)N2c2ccccn2)cc1 (centres undefined) | 109 | 23 | 3 | -3 | 0 | 1.1 | 6 | 114 | -32
O=S(=O)(C/C(=C/CO)S(=O)(=O)c1ccccc1)c1ccccc1 | 96 | -9 | 10 | 4 | -13 | 11 | -1 | 100 | 1
Cc1cccc(C(=O)OCC(=O)NCc2cccs2)c1 | 101 | 8 | -9 | -4 | 20 | 0.8 | -7 | 95 | -6
CCOc1cccc(C2c3c(oc4ccccc4c3=O)C(=O)N2c2ccccn2)c1 (centres undefined) | 103 | 3 | 2 | 0 | . | . | -2 | 100 | -3
O=C(c1ccc(Cn2cc([N+](=O)[O-])cn2)o1)N1CCCCCC1 | 104 | -13 | -2 | 1 | 9 | -2.0 | 9 | 105 | -10
Cc1cc2oc(=O)c3c(c2cc1OC(=O)c1ccco1)CCCC3 | 99 | 3 | -2 | -2 | 13 | 1.0 | -1 | 99 | -1
Cc1c(OCC(=O)NC2CC(C)(C)NC(C)(C)C2)ccc2c1oc(=O)c1ccccc12 | 104 | 30 | -53 | -4 | -7 | 0.1 | 15 | 127 | 32
Cn1ccc(C(=O)NC(=S)N2CCSCC2)n1 | 97 | -9 | 0 | 3 | 3 | 2.0 | 5 | 98 | 0
COC(=O)c1c(C)[nH]c(C(=O)CSc2ncnc3sc(-c4ccccc4)cc23)c1C | 108 | 11 | 9 | 8 | -7 | 6.5 | -2 | 99 | -5
O=C(CSCc1ccccc1)N1CCN(c2ccccc2)CC1 | 91 | -16 | -2 | -5 | 7 | -2.3 | -1 | 94 | -20
CCOc1ccc(C(=O)NC2CCN(C(=O)Nc3ccc(F)cc3)CC2)cc1 | 99 | 16 | 17 | -8 | 10 | -0.2 | 2 | 102 | -17
O=C(NC1CCCCC1)C(c1cccnc1)N(CCc1ccccc1)C(=O)Cc1cccs1 (centres undefined) | 107 | 23 | 2 | -6 | -45 | -6.2 | -1 | 100 | -7
O=C(CCN1C(=O)/C(=C\c2ccccc2F)SC1=S)N1CCCCC1 | 103 | 20 | -1 | -1 | 1 | -0.8 | 4 | 105 | -8
COc1cc2cc(CN(Cc3cccnc3)C(=O)Nc3ccccc3)c(=O)[nH]c2cc1OC | 105 | 29 | 2 | -5 | -1 | 0.8 | 3 | 106 | -38
O=C(NC1CC1)C1CCN(C2CCN(C(=O)c3c(F)cccc3Cl)CC2)CC1 | 102 | 22 | 2 | 3 | 1 | 3.3 | 12 | 103 | -9
COc1ccc(CNC(=O)CSc2nc3[nH]ncc3c(=O)n2-c2ccccc2Br)cc1 | 98 | -5 | -7 | . | . | . | -6 | 93 | -23
